From PubChem
M1 antag = human CHRM1 antagonism. CHO-K1 hM1, Fluo-8 calcium fluorescence, ACh EC80 antagonist. P11229. inhibition, % at 3 µM. hit rate 1.3% among 360,000;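 active means percent inhibition above its own plate's cutoff, namely the mean of that plate's compound wells plus 3 SD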;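 further: peak over basal fluorescence ratio during 140 s after agonist addition; 0% = ACh EC80 plus DMSO and 100% = DMSO alone without agonist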
CHRM5 antagonist = CHRM5 antagonism in calcium assay. inhibition, % at 3 µM. P08912. CHO-hM5 cells, Fluo-8 calcium fluorescence, ACh EC80. hit rate 0.59% among 360,000;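 active means inhibition above a per-plate cutoff, the mean of that plate's test compounds plus 3 SD, cut at about 27% in these data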;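 further: 0% = acetylcholine EC80 with DMSO and 100% = DMSO without agonist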
Target sequence (P08912 whole entry, looked up): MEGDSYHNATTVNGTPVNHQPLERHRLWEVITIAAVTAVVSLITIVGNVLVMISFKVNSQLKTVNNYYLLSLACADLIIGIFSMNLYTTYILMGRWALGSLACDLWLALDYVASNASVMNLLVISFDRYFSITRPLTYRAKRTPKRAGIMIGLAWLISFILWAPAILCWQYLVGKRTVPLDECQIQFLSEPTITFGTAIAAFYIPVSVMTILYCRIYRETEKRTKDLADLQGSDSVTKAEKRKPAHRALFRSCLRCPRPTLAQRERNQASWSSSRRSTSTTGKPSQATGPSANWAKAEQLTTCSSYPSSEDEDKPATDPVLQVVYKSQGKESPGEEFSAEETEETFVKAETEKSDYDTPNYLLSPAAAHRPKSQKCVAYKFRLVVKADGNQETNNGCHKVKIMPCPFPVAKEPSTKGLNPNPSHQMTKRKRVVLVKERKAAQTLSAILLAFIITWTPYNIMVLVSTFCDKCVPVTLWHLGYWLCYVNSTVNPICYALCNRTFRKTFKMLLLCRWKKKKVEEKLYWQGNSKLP
CHRM1 PAM = human CHRM1 positive allosteric modulation. P11229. CHO-K1 hM1, Fluo-8 calcium fluorescence, ACh EC20; 0% = ACh EC20, 100% = maximal ACh. activation, % at 3 µM. hit rate 0.088% among 360,000. AID 588819; in the data active means activation above about 19%, passing the limit was not always enough
CHRM4 agonist = CHRM4 agonism in calcium assay. hit rate 0.14% among 360,000. P08173. AID 624127. activation, % at 3 µM. CHO-K1 hM4/Gqi5, Fluo-8 calcium fluorescence; vehicle 0%, full acetylcholine response 100%;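 active means activation above the run mean over all test wells plus 3 SD, cut at about 32% in these data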;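 further: peak over basal fluorescence ratio per well then scaled between controls; 0% = DMSO wells and 100% = acetylcholine at EC100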
Target sequence (P08173 whole entry, looked up): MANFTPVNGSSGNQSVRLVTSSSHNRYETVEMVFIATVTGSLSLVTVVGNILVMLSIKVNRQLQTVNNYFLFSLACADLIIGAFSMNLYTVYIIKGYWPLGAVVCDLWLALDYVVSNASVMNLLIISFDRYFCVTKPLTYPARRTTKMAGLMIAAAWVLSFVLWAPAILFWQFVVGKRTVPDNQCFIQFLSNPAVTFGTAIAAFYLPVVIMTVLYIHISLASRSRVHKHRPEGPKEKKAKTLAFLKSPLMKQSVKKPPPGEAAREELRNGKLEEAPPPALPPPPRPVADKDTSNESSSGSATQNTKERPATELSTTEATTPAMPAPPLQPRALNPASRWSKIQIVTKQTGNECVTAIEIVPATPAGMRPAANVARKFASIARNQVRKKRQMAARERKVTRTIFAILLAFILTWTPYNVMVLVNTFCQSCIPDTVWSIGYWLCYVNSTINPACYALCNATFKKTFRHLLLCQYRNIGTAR
M5 PAM = potentiates acetylcholine response at human M5 receptor. activation, % at 3 µM. P08912. CHO-K1 hM5, Fluo-8 calcium, ACh EC20 PAM; 0% = ACh EC20, 100% = ACh EC100. AID 624038. hit rate 0.3% among 360,000;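 active means activation above the run cutoff, the mean activation of all test compounds plus 3 SD, cut at about 18% in these data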
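Assay system – human M5 receptor in CHO-K1 cells · Read-out – % activation, ACh-normalized · Technique – Fluo-8 calcium fluorescence · Dosing – single-point, 3 µM nominal · Incubation – Fluo-8 loading 80 min at 37 °C plus 30 min room temperature · Repeats – singlicate, one well per test compound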
CRFBP-R2 agonist = agonists of human CRF-binding protein/CRF-R2 receptor complex; HEK293 CRF-R2/CRF-BP, calcium dye fluorescence (FLIPR); percent of saturating CRF peptide response; activation, % at 13.2 µM; hit rate 0.46% among 350,000; AID 588473;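 active means activation of at least 50%, plus an integration ratio under a set limit after plate pattern correction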;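 further: plate controls were neutral control wells without compound for no effect and CRF at EC100 for full effect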
M4 PAM = CHRM4 positive allosteric modulation; P08173; CHO-K1 hM4/Gqi5, Fluo-8 calcium fluorescence, ACh EC20; 0% = ACh EC20, 100% = maximal ACh; activation, % at 3 µM; hit rate 0.4% among 360,000; AID 624126;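 active means activation above its plate's cutoff, the mean activation of sample wells plus 3 SD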; further: some results filed as inactive read as strong as hits
CHRM4 antagonist = blocks acetylcholine activation of human M4 receptor; hit rate 0.73% among 360,000; P08173; CHO-hM4 cells, ACh EC80, Fluo-8 calcium fluorescence; inhibition, % at 3 µM;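 active means inhibition above its plate's cutoff, the mean inhibition of sample wells plus 3 SD, cut at about 27% in these data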;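 further: 0% = acetylcholine EC80 with DMSO and 100% = DMSO without agonist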
CHRM5 agonist = agonists of human muscarinic M5 receptor (CHRM5). P08912. CHO-K1 hM5 cells, Fluo-8 calcium fluorescence; 0% DMSO wells, 100% maximal acetylcholine response. activation, % at 3 µM. hit rate 0.19% among 360,000. AID 624037;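 active means activation above the run's mean over test compounds plus 3 SD, cut at about 23% in these data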;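 further: signal is peak over basal fluorescence ratio across the kinetic read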
The depositor's hits bear a star; · = no result given.

SMILES	M1 antag	CHRM5 antagonist	CHRM1 PAM	CHRM4 agonist	M5 PAM	CRFBP-R2 agonist	M4 PAM	CHRM4 antagonist	CHRM5 agonist
C[C@H](O)Cc1cc2ccccc2c(=O)o1	16	13	-9	0	1	0.6	-1	2	2
O=C(NC(NC(=S)Nc1ccccc1Cl)C(Cl)(Cl)Cl)c1cccc(Cl)c1 (stereo not given)	22	21	-13	16	-17	0.0	-8	10	10
Cc1ccnc(NS(=O)(=O)c2cc([N+](=O)[O-])ccc2C)c1	-4	-20	4	1	5	-0.9	0	-1	0
Cc1ccc(/C=C2/NC(=O)N(Cc3ccc(Br)cc3)C2=O)o1	4	2	10	4	1	2.9	-5	14	3
COc1ccc(C(=O)NCCc2nnc3ccc(SCC(=O)NCCc4ccc(OC)c(OC)c4)nn23)cc1	-7	-2	13	0	2	4.4	8	-2	-4
CC(Oc1ccc(Cl)cc1)c1ccnn1S(C)(=O)=O (stereo not given)	10	6	-4	0	-4	-2.0	0	-3	-9
CN(C)c1ccc(/C=N/NC(=O)CCc2c[nH]c3ccccc23)cc1	-8	6	2	2	-3	-0.3	3	7	0
Cc1c(/C=N/Nc2nc3ccccc3[nH]2)c2ccccc2n1C	0	-9	4	1	13	-0.4	-2	3	-7
O=C(CSc1ccc(-c2cccnc2)nn1)Nc1ccc(F)cc1F	8	6	0	2	-11	0.2	-4	1	3
C=COc1ccc(N2C(=O)c3ccccc3OC2C)cc1 (stereo not given)	-17	-2	7	1	4	-5.3	8	-8	-9
O=P(COCCO)(c1ccccc1)c1ccccc1	-8	-6	7	0	1	-0.2	1	-2	-2
COC(=O)C(C)n1cnc2c(nnn2-c2cccc(OC)c2)c1=O (stereo not given)	-3	14	12	0	-7	1.6	-6	4	-3
CC(=O)NC1CC2CCCC(C1)N2C(=O)Nc1cccc(C)c1 (stereo not given)	2	-5	-1	1	0	-0.1	1	2	3
CC(C)(C)c1cc(Cl)ccc1OCCn1ccnc1	0	2	-5	3	-14	0.0	-7	5	-19
Cc1ccsc1CNS(=O)(=O)c1ccc(F)cc1	-8	1	4	1	2	0.3	7	3	-4
CC(NC(=O)CCNS(=O)(=O)c1ccc2c(c1)c(=O)n(C)c(=O)n2C)c1ccccc1 (stereo not given)	13	2	-4	0	1	1.0	-6	5	-1
Fc1ccc(Nc2ncnc3ccccc23)cc1	-12	-2	5	2	-1	-1.6	2	2	2
COC(=O)CN(c1ccccn1)S(=O)(=O)c1ccccc1	-22	9	8	0	-2	2.1	5	0	-2
COc1ccccc1-c1cc(C(=O)Nc2cccnc2)no1	-11	-2	6	1	-6	-1.8	3	-20	3
COc1cccc(COC(=O)Nc2ccccc2F)c1	0	12	0	-1	-3	-0.8	-3	-4	-4
COC(=O)c1ccc(OC)c(Cn2c(=O)n(C)c(=O)c3ccccc32)c1	-14	-10	6	0	1	-5.1	-2	9	3
O=C(CSCc1ccc(Cl)cc1)Nc1ccc(S(=O)(=O)N2CCOCC2)cc1	-8	10	-5	11	-6	-4.4	10	-19	-1
CCCn1c2ccc(F)cc2c2nnc(NN)nc21	26	4	-13	1	1	-1.3	-2	6	-7
COc1ccc(-c2ccc3c(c2)O[C@@H](CN(C)C(=O)c2ccccc2F)[C@@H](C)CN([C@@H](C)CO)S3(=O)=O)cc1	-4	-1	0	2	-3	0.6	-2	2	0
Cc1ccc(-n2ncc3c2CC(C)(C)CC3NC(=O)CCCN2CCCCC2=O)cc1 (stereo not given)	-7	18	14	0	-5	-2.9	2	-9	-5
Cc1cc(C)n2c(Br)c(CN3CCCC(C)C3)nc2n1 (stereo not given)	6	12	-6	2	3	-1.5	-5	-2	-5
CCOc1ccc(NC(=O)CC2Nc3ccccc3NC2=O)cc1 (stereo not given)	-5	-4	8	2	-8	2.1	5	-15	-5
COc1cccc(/C=C2\SC(=S)N(N3C(=O)CCCC3=O)C2=O)c1	-4	7	7	1	3	-1.1	5	-7	-3
O=C(c1ccc(COc2ccccc2Br)o1)N1CCCCCC1	-6	6	3	-3	-2	-2.4	6	0	-2
Oc1cc(Cc2ccccc2)cnc1CN1CCOCC1	-12	-5	12	1	0	1.6	18	-4	-3
CC(O)CNc1ccc(-c2nn(C)c(=O)c3ccccc23)cc1[N+](=O)[O-] (stereo not given)	-7	2	3	2	-3	0.3	-1	10	-1
COc1ccccc1C(=O)NC(=O)CSc1nnc(C)s1	-10	1	9	0	2	0.5	3	-7	-1
CCOCCCNC(=O)c1cc(Sc2ccc(C)cc2)nc2ccccc12	19	14	-13	8	-9	1.1	-5	-3	0
CCOC(=O)c1cc(CC)sc1NC(=O)CN1CCN(C(=O)C2CCCO2)CC1 (stereo not given)	-4	-13	18	-1	10	-3.3	11	-10	-3
COc1cccc(C(c2nnnn2-c2c(C)cccc2C)N2CCN(C/C=C/c3ccccc3)CC2)c1OC (stereo not given)	-2	4	-21	0	-22	·	-10	-26	-8
CCN1C(=O)[C@H]2[C@@H](c3ccc(C(F)(F)F)cc3)N[C@]3(CCCN(Cc4ccccc4)C3=O)[C@H]2C1=O	11	-1	-3	-1	2	2.0	-5	10	0
CC(C)[C@@H]1Cc2[nH][nH]c(=O)c2[C@H](c2ccc(F)cc2)O1	·	7	·	2	-6	·	5	2	3
CCCCc1ccc(Nc2ncccc2C#N)cc1	-8	1	3	-3	-4	-0.9	5	3	-7
CCOc1ccc(C(=O)CC(C(=O)O)N2CCN(Cc3ccccc3)CC2)cc1 (stereo not given)	-21	1	16	0	-2	-1.6	7	-12	0
COCP(=O)(c1ccccc1)c1ccccc1	-16	0	-2	1	-4	3.9	0	-2	0

The list goes on; it opens with the 5 that closed the last part.
SMILES	M1 antag	CHRM5 antagonist	CHRM1 PAM	CHRM4 agonist	M5 PAM	CRFBP-R2 agonist	M4 PAM	CHRM4 antagonist	CHRM5 agonist
CCN1C(=O)[C@H]2[C@@H](c3ccc(C(F)(F)F)cc3)N[C@]3(CCCN(Cc4ccccc4)C3=O)[C@H]2C1=O	11	-1	-3	-1	2	2.0	-5	10	0
CC(C)[C@@H]1Cc2[nH][nH]c(=O)c2[C@H](c2ccc(F)cc2)O1	·	7	·	2	-6	·	5	2	3
CCCCc1ccc(Nc2ncccc2C#N)cc1	-8	1	3	-3	-4	-0.9	5	3	-7
CCOc1ccc(C(=O)CC(C(=O)O)N2CCN(Cc3ccccc3)CC2)cc1 (stereo not given)	-21	1	16	0	-2	-1.6	7	-12	0
COCP(=O)(c1ccccc1)c1ccccc1	-16	0	-2	1	-4	3.9	0	-2	0
COc1cc(CC(=O)N2CCN(S(=O)(=O)c3ccc(C)cc3)CC2)cc(OC)c1OC	-2	10	4	1	5	-0.6	-2	7	1
Cc1ccc(NC(=O)CN2CCC(NC(=O)Cc3ccccc3)CC2)cc1C	-13	-6	10	2	5	-1.3	7	-8	-3
Cc1nn(-c2ccc([N+](=O)[O-])cc2)c2c1C(c1cccc(Br)c1)N1C(=N2)C(=O)Nc2ccccc21 (stereo not given)	-7	-6	10	3	-5	-1.0	4	-11	-2
Cc1cccc(NS(=O)(=O)c2cccc(C(=O)NCC3(N4CCCCC4)CCCCC3)c2)c1	-15	-2	4	2	6	-1.2	-1	-11	-5
Cc1cccc(-c2c3c(=O)n(C)c(=O)n(C)c3cn2C(C)C)c1	-2	5	8	0	-7	-1.2	2	-10	-1
N=C1C(c2ccccc2)=C(O)CN1NC(=O)c1ccc(Cl)cc1	-8	-4	7	1	-2	-1.8	14	-12	-3
Cn1nnc(NCc2cc(Br)ccc2OCc2cccs2)n1	2	7	-3	3	-8	-0.5	-2	-1	-1
Cc1ccc(N=C2NC(=O)/C(=C/c3cccnc3)S2)cc1C	-8	8	6	1	-1	-6.5	0	-1	-12
O=C(Nn1cnc2ccccc2c1=O)c1c(F)cccc1F	10	0	4	0	3	0.3	1	-3	-1
COc1cccc(C(=O)CC(C(=O)O)c2ccc(Cl)cc2)c1 (stereo not given)	6	7	-1	1	-2	0.3	-5	6	-1
O=C(c1ccc(F)cc1)C1CCN(C(=O)N2CCOCC2)CC1	10	-9	-1	1	-3	-0.4	4	-1	0
CCOc1ccc(/C=N/Nc2ccccc2)cc1	-14	1	5	10	-2	-0.4	-8	1	-1
CCOc1ccccc1NC(=O)c1cc(C(=O)c2cc(OC)ccc2O)coc1=N	-2	-4	2	3	-3	29	-6	-1	1
CCn1c(SCC(=O)NNC(=S)Nc2ccc(C)cc2)nnc1-c1ccc(Cl)cc1	-12	7	11	0	-3	-1.2	5	-6	-3
COc1ccc(Cl)cc1C=CC=Nc1ccc(S(N)(=O)=O)cc1	1	1	0	2	6	4.6	1	-1	-1
CCOC1=C2CN(S(=O)(=O)c3ccc(C)cc3)[C@H](c3cccs3)C[C@H]2n2c(=O)n(-c3ccccc3)c(=O)n2C1	6	-9	-10	1	3	·	-5	-12	1
CC1(C)C2CCC1(C)C(OC(=O)c1ccc(O)cc1)C2 (stereo not given)	-1	4	-4	-1	-5	7.0	3	-9	7
COc1ccc(OC)c(NC(=O)C2(C)CCN2Cc2ccc(SC)cc2)c1 (stereo not given)	-10	1	0	-2	-1	·	-1	3	-2
CC(=O)NCc1ccc2[nH]c(C)cc2c1	-3	-2	6	1	2	-1.6	5	3	2
CCCNC(=O)C1(C)CCCN(Cc2ccc(-c3ccccc3)o2)C1 (stereo not given)	2	4	-5	1	-3	·	-1	-9	-1
C[C@H]1CN([C@@H](C)CO)C(=O)Cc2cc(NS(=O)(=O)c3cn(C)cn3)ccc2O[C@@H]1CN(C)C(=O)Nc1ccc(F)cc1	-9	8	4	0	4	-1.5	-2	-2	-2
CCOC(=O)c1cnn2c(N)c(C#N)cnc12	1	-10	2	1	9	0.4	-2	12	4
NC(=O)c1cnn(-c2cc(Oc3ccccc3)ncn2)c1N	15	5	3	7	0	-3.1	10	-5	6
CCN(CC(=O)Nc1ccccc1OC)C(=O)c1cc(-c2ccccc2)nn1-c1ccccc1	3	18	0	12	-24	1.9	-3	-1	-5
O=C1c2ccc(Oc3ccc([N+](=O)[O-])cc3)cc2C(=O)N1CCO	-9	-1	11	4	-6	-0.7	1	0	-2
CCCCn1c(SCC(=O)N2c3ccccc3CCc3ccccc32)nc2c1c(=O)n(C)c(=O)n2C	0	-8	6	0	-1	0.3	12	1	-5
Cc1cccc(N2C(=O)/C(=C/c3cccnc3)SC2=S)c1	-21	0	20	2	14	0.5	-1	-8	7
COC(=O)c1ccc(CNC(=O)c2ccc(NS(=O)(=O)c3ccc4[nH]c(=O)[nH]c4c3)cc2)cc1	7	2	1	0	-6	2.8	3	2	-3
c1ccc(-c2nc3ccccc3o2)nc1	0	-1	3	0	1	-2.4	2	2	0
O=C(NCc1ccccc1)c1cc(S(=O)(=O)N2CCOCC2)ccc1F	-11	4	8	1	2	3.9	8	-3	-1
CC1(C(=O)O)CCC(C(=O)NC2CCCCC2)C1(C)C (stereo not given)	2	-8	2	0	4	0.7	5	4	0
CN1C2CCC1CC(NC(=O)CSc1ccc(Cl)cc1)C2 (stereo not given)	53*	23	-25	0	-23	-0.5	-33	9	-21
